core dimer inh: HCV core protein dimerization inhibition | TR-FRET GST/Flag-core106 dimerization, 1536-well | inhibition, % at 5 µM | 300,000 tested, 0.33% active | AID 1899;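 active means inhibition above the mean of all tested compounds plus 3 SD, set per screening campaign, cut at about 45% in these data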
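Assay system: GST-tagged and Flag-tagged HCV core protein residues 1-106 / Times: compound-protein-antibody incubation 4 h at 22.5 °C / Signal: time-resolved FRET, ex 340 nm, em 617 and 671 nm / Evaluation: % inhibition based on acceptor/donor emission ratio / Benchmarks: wells lacking GST-core106 and wells with excess unlabelled core106 / Repeats: singlicate, one well per compound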
PP5 inh: PP5 (human) phosphatase inhibition; P53041; purified PP5c, OMFP substrate fluorescence; inhibition, % at 6.7 µM; 320,000 tested, 0.18% active; AID 1987;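 active means inhibition above the campaign's mean inhibition across all tested compounds plus 3 SD, cut at about 9.5% in these data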;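 further: 0% = DMSO only and 100% = 100 µM cantharidin control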
Target sequence (P53041 whole entry, looked up): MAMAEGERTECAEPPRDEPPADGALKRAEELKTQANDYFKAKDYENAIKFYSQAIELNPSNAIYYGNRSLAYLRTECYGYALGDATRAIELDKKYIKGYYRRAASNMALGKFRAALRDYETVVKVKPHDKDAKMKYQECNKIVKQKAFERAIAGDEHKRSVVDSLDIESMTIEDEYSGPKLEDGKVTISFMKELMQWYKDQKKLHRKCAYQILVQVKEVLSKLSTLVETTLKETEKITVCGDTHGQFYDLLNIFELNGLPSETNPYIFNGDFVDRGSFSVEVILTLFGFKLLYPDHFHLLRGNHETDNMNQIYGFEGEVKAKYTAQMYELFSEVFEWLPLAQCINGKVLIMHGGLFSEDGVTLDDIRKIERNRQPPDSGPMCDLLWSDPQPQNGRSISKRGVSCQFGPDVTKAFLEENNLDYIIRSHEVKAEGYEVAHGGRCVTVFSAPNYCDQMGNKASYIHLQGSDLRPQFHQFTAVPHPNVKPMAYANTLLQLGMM
GASC-1 inh: human JMJD2C demethylase inhibition; Q9H3R0; GST-JMJD2C(1-420) H3K9me3 demethylation, DELFIA europium; inhibition, % at 2.35 µM; 330,000 tested, 0.069% active; AID 2099;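 active means more than half of a compound's replicate wells show inhibition beyond 50%, single wells judged on their own value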;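 further: signal counts dimethyl H3K9 product captured on neutravidin plate; 0% = median of DMSO wells and 100% = 0.3 times that DMSO median; strong numbers were not always called active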
EBNA-1 inhibitor: blocks EBNA-1 binding to DNA | EBNA-1 DNA binding, fluorescence polarization | 300,000 tested, 0.34% active | AID 1950 | inhibition, % at 14.8 µM; in the data active means inhibition above about 28%
ZTA counter: counter-screen for EBNA-1 inhibitors: inhibitors of Epstein-Barr virus ZTA; P03206; ZTA-DNA binding, fluorescence polarization; inhibition, % at 11 µM; 320,000 tested, 0.15% active; AID 2234; in the data active means inhibition above about 33%
Target sequence (P03206 whole entry, looked up): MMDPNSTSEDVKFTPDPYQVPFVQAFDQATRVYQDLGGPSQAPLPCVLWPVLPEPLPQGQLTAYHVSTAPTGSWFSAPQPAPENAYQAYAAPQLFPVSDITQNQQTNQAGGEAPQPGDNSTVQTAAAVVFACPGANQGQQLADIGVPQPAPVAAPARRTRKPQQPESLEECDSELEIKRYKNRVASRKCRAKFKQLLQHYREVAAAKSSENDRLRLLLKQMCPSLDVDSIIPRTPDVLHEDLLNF
Yeast superoxide: lowers age-related superoxide in aged yeast cells; S. cerevisiae aged cells, superoxide DHE fluorescence; active compounds read low; superoxide response (% of plate mean), % at 10 µM; 330,000 tested, 0.18% active;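 active means superoxide response under a set limit, about three screen SD below normal, cut at about 65% in these data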;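 further: yeast aged for seven days with compound at 30 °C before DHE staining; 100% = average MFI of all compound-treated wells on the plate with controls excluded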
Fh CTSL1 inh: blocks F. hepatica cathepsin L1 in PFM18AAP counter-screen. 300,000 tested, 0.49% active. inhibition, % at 5.96 µM. recombinant F. hepatica cathepsin L1, Z-Leu-Arg-MCA fluorescence;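 active means inhibition above the mean of all tested compounds plus 3 SD, set per screening campaign, cut at about 17% in these data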;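 further: 0% = plate median of test compound wells and 100% = 1 µM Z-Phe-Ala-diazomethylketone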
TPT1 inhibitor: blocks Candida albicans tRNA 2'-phosphotransferase; inhibition, % at 5 µM; 300,000 tested, 0.81% active; recombinant caTPT1, FP RNA substrate dephosphorylation;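 active means inhibition above the mean of all tested compounds plus 3 SD, set per screening campaign, cut at about 24% in these data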;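 further: plate controls were DMSO alone for no effect and ferristatin control at 100 nM for full effect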
PP1 inh: blocks human PP1-alpha phosphatase, a PP5 counter-screen; P62136; purified PP1alpha, OMFP fluorescence; inhibition, % at 6.7 µM; 320,000 tested, 0.9% active; AID 2235;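 active means inhibition above the mean inhibition of all tested compounds plus 3 SD, computed separately for each screening campaign, cut at about 15% in these data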
Target sequence (P62136 whole entry, looked up): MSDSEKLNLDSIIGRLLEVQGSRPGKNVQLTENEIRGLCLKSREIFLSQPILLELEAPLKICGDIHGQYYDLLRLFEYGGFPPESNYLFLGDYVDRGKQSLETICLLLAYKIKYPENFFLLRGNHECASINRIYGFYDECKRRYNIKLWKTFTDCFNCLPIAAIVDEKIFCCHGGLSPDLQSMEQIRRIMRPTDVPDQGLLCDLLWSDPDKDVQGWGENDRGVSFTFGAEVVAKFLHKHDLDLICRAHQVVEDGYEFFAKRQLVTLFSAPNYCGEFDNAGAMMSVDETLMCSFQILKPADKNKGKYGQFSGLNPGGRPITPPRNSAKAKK
Numbers without * were called inactive; · = not tested or not shown.

SMILES	core dimer inh	PP5 inh	GASC-1 inh	EBNA-1 inhibitor	ZTA counter	Yeast superoxide	Fh CTSL1 inh	TPT1 inhibitor	PP1 inh
O=C(CSc1ncnc2c1cnn2-c1cccc(Cl)c1)NCC1CCCO1 (configuration not stated)	9	1.4	-15	-1	-9	91	8	0	-1
CCN1CCN(CCCNC(=O)CCC(=O)N2CC(C)Oc3ccc(C)cc32)CC1 (configuration not stated)	-12	1.5	-28	-12	-4	81	5	-4	-2
CCCCCn1cnc2sc(-c3ccccc3)cc2c1=O	9	1.9	19	6	-17	90	1	-4	0
CCn1c(C)nc2cc(-c3nnc(-c4c(-c5ccccc5)noc4C)o3)ccc21	4	0.5	0	2	14	90	-1	-1	3
Cc1ccc(CNC(=O)C2(S(=O)(=O)c3ccc(C)cc3)CC2)cc1	5	0.7	13	-12	3	94	-4	-3	-4
c1ccc(-n2cnc3cc(NCc4cccs4)ccc32)cc1	-29	3.0	-1	-4	-2	101	-1	-1	6
Cc1nn(Cc2ccccc2Cl)c(C)c1NC(=O)/C=C/c1cnn(C)c1	0	0.6	-38	-2	-4	95	-3	4	-4
Cc1ccc(/C=C2/N=C(c3ccccc3)NNC2=O)cc1	0	-0.4	-1	-1	-4	98	-1	-1	-2
O=C(Cc1ccccc1)N1CCC(C(=O)N2CCN(c3ccc(F)cc3)CC2)CC1	1	-0.9	-5	15	-6	109	3	3	0
Nc1ccc(-c2nc3ncccc3o2)c(O)c1	9	-1.5	-3	8	3	111	4	1	0
Cc1noc(C)c1CSc1nc2ccccc2c(=O)n1-c1ccc(F)cc1F	9	2.5	-1	-2	3	95	2	1	3
COc1ccc(-c2nc(NC(=O)Cn3c(=O)oc4ccccc43)sc2C)cc1	27	-0.1	-7	12	0	119	0	0	1
CCc1cccc2sc(NC(=O)C3CC3)nc12	-1	1.2	0	1	2	72	-3	-1	1
CC1=NN(c2ccc(Cl)cc2)C(=O)/C1=C\c1cccn1-c1ccc(S(N)(=O)=O)cc1	15	4.1	-8	-5	8	103	-1	1	2
O=C(CNC(=O)c1ccc(F)cc1)Nc1ccccc1C(F)(F)F	0	0.8	-7	11	-19	86	-1	0	-2
Clc1ccc(SCCN2CCNCC2)cc1	-15	1.8	-5	-3	-22	82	0	-4	2
Cc1ccc(S(=O)(=O)CCC(=O)N(C)c2c(N)n(Cc3ccccc3)c(=O)[nH]c2=O)cc1	3	-1.6	10	-16	-8	107	1	-1	-2
CN(C)c1cccc(NC2=CC(=[N+]3CCOCC3)CC(C)(C)C2)c1	-3	4.1	3	-9	-3	100	4	-6	-3
CS(=O)(=O)N(CC(=O)N1CCCC1)c1cccc(Cl)c1Cl	0	-0.1	1	-5	-8	102	0	2	0
CCN(CC)C1CC(=O)N(c2ccc(Br)cc2)C1=O (configuration not stated)	9	1.2	-1	-3	-7	108	-3	1	0
CC(O)/C=C/c1ccc2ccccc2n1 (configuration not stated)	1	2.3	-10	3	-7	83	3	1	-2
CN(C)c1ccncc1C(=O)Nc1ccc(F)cc1F	-4	0.9	20	-1	-1	114	-1	4	-4
O=C(O)c1cccc(NS(=O)(=O)c2ccc(Cl)c(C(=O)O)c2)c1	0	1.9	-41	0	-12	104	0	-2	-1
COc1ccc([C@@H]2[C@@H]3C(=O)N(C(C)(C)C)C(=O)[C@@H]3[C@]3(Cc4ccccc4)C(=O)N(c4cccc(F)c4)C(=O)N23)cc1	13	1.9	3	-2	1	99	-1	0	1

Compound profiles, as listed above:
Results for CCn1c(C)nc2cc(-c3nnc(-c4c(-c5ccccc5)noc4C)o3)ccc21 : core dimer inh = 4; PP5 inh = 0.5; GASC-1 inh = 0; EBNA-1 inhibitor = 2; ZTA counter = 14; Yeast superoxide = 90; Fh CTSL1 inh = -1; TPT1 inhibitor = -1; PP1 inh = 3
Results for CS(=O)(=O)N(CC(=O)N1CCCC1)c1cccc(Cl)c1Cl : core dimer inh = 0; PP5 inh = -0.1; GASC-1 inh = 1; EBNA-1 inhibitor = -5; ZTA counter = -8; Yeast superoxide = 102; Fh CTSL1 inh = 0; TPT1 inhibitor = 2; PP1 inh = 0

(cont.)
SMILES	core dimer inh	PP5 inh	GASC-1 inh	EBNA-1 inhibitor	ZTA counter	Yeast superoxide	Fh CTSL1 inh	TPT1 inhibitor	PP1 inh
COc1ccc(/C=C/C(=O)Nc2ccc3c(c2)OCCO3)cc1OC	-11	4.4	-17	-5	9	84	9	-1	2
CC1CCCN(C(=O)c2ccc3c(c2)C(=O)N(CCC2=CCCCC2)C3=O)C1 (configuration not stated)	9	0.1	25	-1	0	99	2	-1	-1
CC1Sc2ccc(S(=O)(=O)N3CCC(C(=O)NCc4ccccc4)CC3)cc2NC1=O (configuration not stated)	7	-0.3	-21	-2	-5	101	1	3	0
CN(C)c1ccccc1C(=O)c1ccccc1N(C)C	1	1.3	2	0	-7	82	2	-2	2
O=C1C(Cc2c[nH]c3ccccc23)NC(=S)N1C1CCCCC1 (configuration not stated)	-2	1.7	6	-4	-2	100	5	2	-2
O=C(Nc1ccccc1)C1CCCN1/C=C/C(=O)C(F)(F)F (configuration not stated)	0	0.8	-2	-7	2	92	-3	-3	-4
Cc1c(C(C)NC(=O)c2cc(COc3cccc4cnccc34)on2)cnn1C (configuration not stated)	3	0.2	-11	0	12	98	-1	1	-4
CN1CCN(C(=O)C2=C[C@@H](C(C)(C)C)C[C@@H](OCc3ccc(CO)cc3)O2)CC1	-5	2.4	4	3	-15	93	-4	-3	3
CN1C(=O)C(=O)/C(=C(/O)c2ccc(Br)cc2)C1c1cccc([N+](=O)[O-])c1 (configuration not stated)	7	-0.7	0	3	12	106	6	-2	7
CCCCNc1nc(N)nc(-c2cc(Cl)ccc2O)n1	-1	8.6	0	2	12	105	5	-3	7
CCOC(Cn1c(SCc2cc(C(C)=O)ccc2OC)nc2ccccc2c1=O)OCC	-6	1.9	7	3	-5	93	2	-4	-1
c1cncc(CSc2ccc(-c3cccnc3)nn2)c1	0	1.2	6	5	-5	102	2	4	-7
Cc1ccc(S(=O)(=O)NC2(C(F)(F)F)NC(=O)N(C)C2=O)cc1 (configuration not stated)	-3	0.8	0	6	7	100	-2	3	-4
Cc1[nH]c2ccc(C(=O)N3CCN(c4cccc(Cl)c4)CC3)cc2c1C	-7	4.1	3	-6	-3	82	2	-1	2
O=Cc1ccc(Sc2nnc(-c3ccccc3)o2)c([N+](=O)[O-])c1	4	1.2	15	-7	0	100	0	2	14
C/C(=C\c1ccccc1)C(=O)Nc1ccc(Cl)cn1	0	2.4	-1	5	-2	115	0	0	0
Cc1cnc(C(=O)OCC(=O)NCc2cccc(Cl)c2)cn1	·	-1.9	0	·	-6	98	·	·	-3
CCOC(=O)c1c(CSc2ccccc2)n(C)c2ccc(O)c(CN3CCN(C)CC3)c12	-42	-3.2	-6	-5	-9	102	-1	-2	0
COc1cccc(NC(=O)Nc2cc(Cl)ccc2C)c1	-3	-0.7	-2	-1	3	105	-1	-3	-2
O=C(COc1cccc(-n2cnnn2)c1)N1CCOCC1	-3	5.5	1	-13	-3	123	-1	4	-3
CC(NCc1ccccc1O)c1ccccc1 (configuration not stated)	-4	4.0	-2	-6	-9	96	0	0	-1
CCN(CC)C(=O)/C(=C/c1ccc2c(c1)OCO2)NC(=O)c1ccc(Br)cc1	4	3.0	18	-8	8	91	-2	-1	-2
CCOc1ccc2nc(N3CCCN(C(=O)Nc4ccccc4C)CC3)c(C#N)cc2c1	9	6.3	-2	-3	-6	97	1	-6	8
Cc1nn(C)c2ncc(C(=O)c3cc(F)ccc3O)cc12	-1	1.1	-24	0	-13	100	3	-1	0

Reformatted: results already given.
Molecule,core dimer inh,PP5 inh,GASC-1 inh,EBNA-1 inhibitor,ZTA counter,Yeast superoxide,Fh CTSL1 inh,TPT1 inhibitor,PP1 inh
CC(NCc1ccccc1O)c1ccccc1 (configuration not stated),-4,4.0,-2,-6,-9,96,0,0,-1
CCN(CC)C(=O)/C(=C/c1ccc2c(c1)OCO2)NC(=O)c1ccc(Br)cc1,4,3.0,18,-8,8,91,-2,-1,-2

New compounds follow.
SMILES	core dimer inh	PP5 inh	GASC-1 inh	EBNA-1 inhibitor	ZTA counter	Yeast superoxide	Fh CTSL1 inh	TPT1 inhibitor	PP1 inh
CCOC(=O)C1=C(C)Nc2nc(C)nn2C1c1cc(OC)ccc1OC (configuration not stated)	-2	-1.1	-1	-2	-5	104	1	-2	-4
O=C(COC(=O)c1cncc(Br)c1)NCC1CCCO1 (configuration not stated)	-7	1.3	-5	4	9	92	-4	-5	-3
CCc1c(C(=O)NCc2ccc3c(c2)OCO3)[nH]c(C)c1C(C)=O	-4	0.5	-6	5	-1	104	-6	-1	6
Cc1cccc(Cc2c(C)nc3nc(SCC(=O)NCc4ccco4)nn3c2C)c1	24	-0.7	33	-15	4	105	0	1	2
CCOC(=O)C1(CC2CCCCO2)CCN(C(=O)Nc2ccccc2CC)CC1 (configuration not stated)	6	2.0	8	-1	2	110	7	-1	-1
CN(CC(=O)Nc1ccc(F)cc1)C(=O)c1cccc(S(=O)(=O)N2CCN(c3ccccc3)CC2)c1	3	2.7	0	13	12	95	1	-4	-1
CCc1cc2c(=O)n(-c3ccccc3)cnc2s1	-4	-5.1	0	-2	-21	87	8	-4	0
CC(C)n1cnc2c(Nc3cccc(F)c3)nc(NCCO)nc21	0	3.3	-5	6	1	107	-1	1	1
CCC(=O)NCCc1nc2ccccc2n1Cc1ccccc1	1	1.0	0	-12	-8	97	-2	3	0
COC(=O)CSc1nnc2n1C(C)(C)Cc1ccccc1-2	0	0.8	2	5	2	105	3	0	-1
CCCCn1c(N)c(N2CCOCC2)c(=O)n(CC(=O)NC(C)c2ccccc2)c1=O (configuration not stated)	-2	-1.5	13	-9	-30	115	-2	-2	4
COc1ccc(/C=C2\SC(=O)N(CCC(=O)N3CCN(C)CC3)C2=O)cc1	-16	2.4	6	-9	-22	90	5	0	-2
Cc1nnc(SCC(=O)NCc2ccc3c(c2)OCO3)[nH]c1=O	-7	-0.9	1	5	-7	96	-2	-3	-3
COc1ccccc1NC(=O)c1cc(Cl)ccc1NC(=O)c1ccco1	3	2.4	2	18	13	107	3	0	-2
COc1cccc(/C=C2/Sc3ccc(C(=O)NCCCN4CCCC4)cc3NC2=O)c1	-3	1.1	14	-6	3	90	1	-3	3
O=C(Nc1ccccc1)C1(c2ccccc2)CC1(Cl)Cl (configuration not stated)	2	2.0	20	-13	10	98	4	2	-1
Cc1c(C(=O)N2CCCC(C)C2)sc2ncnc(N3CCCCC3C)c12 (configuration not stated)	-8	1.3	5	-8	-13	98	8	-3	-2
Cc1ccc2c3c([nH]c2c1C)-c1nonc1CC3	0	4.3	-1	-7	-3	102	2	-3	-3
CCCOc1ccc(OC(=O)c2ccc(Br)o2)cc1	7	1.1	3	-11	-8	79	-1	-3	3
Cc1ccc(CN=Cc2[nH]c3ccc(Br)c(Cl)c3c2O)cc1	-3	5.7	4	3	-14	82	2	70*	4
O=C(Cn1nc(-c2ccccc2)c2ccccc2c1=O)Nc1cccnc1	10	0.1	-25	3	0	91	-4	0	0
O=c1c2ccccc2ccc2ccc(P(=O)(O)O)cc12	·	0.2	6	·	-7	87	·	·	2
Cn1c(SCc2ccc(Br)cc2)nnc1-c1ccncc1	-3	1.7	1	-6	-2	102	-5	-4	-1
CCc1ccc(OCC(=O)Nc2ccc(-c3cc4ccccc4oc3=O)c(OC)c2)cc1	9	0.8	0	5	9	106	0	0	6
S=c1[nH]nc(-c2ccccc2)n1/N=C/c1cccc(Br)c1	8	2.3	-18	8	4	98	-1	-2	4
Cc1cc(N)n2ncc(-c3ccc(Cl)cc3)c2n1	-15	8.0	7	2	-5	109	-4	-2	5
CCSc1ncc(Cl)c(C(=O)Nc2cc(C)ccc2C)n1	-1	-0.1	1	1	3	117	-4	-1	0
Cc1ccc(O)c(C(=O)c2cc(C#N)c(=O)n(C(C)c3ccccc3)c2)c1 (configuration not stated)	10	1.9	1	2	5	78	-2	3	-1
